NPYLR7 agonist = agonists of mosquito NPYLR7 receptor, primary screen, cell-based, Aedes aegypti, calcium fluorescence, mosquito biting behavior; activation, % at 10 µM; HEK293T NPYLR7/Galpha15, GCaMP6s calcium fluorescence; 0.15% of 270,000 active; Aedes aegypti neuropeptide Y-like receptor 7 (NPYLR7); in the data active means activation above about 40%;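 further: 0% = vehicle and 100% = reference agonist at the receptor; some compounds past the cut are filed as inactive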
hcGAS lum = Primary biochemical luminescence assay for human cyclic GMP-AMP synthase inhibitors; recombinant h-cGAS, ATP depletion, Kinase-Glo luminescence; Q8N884; inhibition, % at 12.5 µM; 0.081% of 290,000 active; AID 1259398, 2018;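 further: 0% = vehicle reaction and 100% = reaction without DNA for no activity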
Target sequence (Q8N884 whole entry, looked up): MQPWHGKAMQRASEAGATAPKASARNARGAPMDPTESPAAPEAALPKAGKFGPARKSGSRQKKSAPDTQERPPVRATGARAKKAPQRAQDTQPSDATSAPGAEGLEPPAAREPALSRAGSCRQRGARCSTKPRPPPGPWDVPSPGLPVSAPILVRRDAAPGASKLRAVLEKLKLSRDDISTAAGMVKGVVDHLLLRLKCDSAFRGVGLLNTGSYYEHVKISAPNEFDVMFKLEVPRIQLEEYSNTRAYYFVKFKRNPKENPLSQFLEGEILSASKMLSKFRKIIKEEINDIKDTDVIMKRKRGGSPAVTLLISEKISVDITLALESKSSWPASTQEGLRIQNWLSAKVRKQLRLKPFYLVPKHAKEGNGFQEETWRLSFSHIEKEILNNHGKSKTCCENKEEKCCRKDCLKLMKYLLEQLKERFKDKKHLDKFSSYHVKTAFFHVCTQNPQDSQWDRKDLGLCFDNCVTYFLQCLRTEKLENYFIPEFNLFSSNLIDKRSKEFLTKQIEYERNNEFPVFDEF
mcGAS inh = cyclic GMP-AMP synthase inhibitors, mouse, primary biochemical chemiluminescence. Q8C6L5. recombinant cGAS, Kinase-Glo ATP depletion luminescence. inhibition, % at 12.5 µM. 0.15% of 160,000 active;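 further: 0% = negative control wells and 100% = reference inhibitor with no enzyme activity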
An asterisk follows results filed as active; · = not tested or not shown; & = joins results of further samples. Unless noted, no stated cut-off is given here; in the data, active means inhibition above about 40%; inactive means the rest.

Each structure is followed by: NPYLR7 agonist | hcGAS lum | mcGAS inh
- S=c1[nH]cc(-c2ccc(Cl)cc2)o1
  5 | 0 | -9
- COc1cccc(-n2c(SCC(=O)Nc3cc(C)cc(C)c3)nc3c(c2=O)SCC3)c1
  -4 | -9 | -8
- CN1CCCC(CN(CCc2ccccc2)C(=O)c2cccc(Cl)c2)C1 (stereo unspecified)
  2 | -7 | ·
- COc1cc2c(cc1OC)C(c1c(F)cccc1Cl)N(C(=O)c1ccccc1C(F)(F)F)CC2 (stereo unspecified)
  16 | -3 | -5
- O=S(=O)(NCc1ccccc1)c1cccc2nonc12
  0 | 0 | ·
- Cc1ccc(NC(=O)c2cc(-c3ccccc3Cl)nc3ccccc23)nc1
  39 | -5 | -6
- O=C(O)C1CC2(CCNCC2)CN1Cc1ccccc1OCCO (stereo unspecified)
  1 | 3 | ·
- C=CCNC(=O)NC(=O)Cn1nnc(-c2cccs2)n1
  1 | -3 | ·
- O=C1NC(=O)C(CC(=O)N2CCN(c3nccc(-c4ccc(Oc5ccccc5)cc4)n3)CC2)N1 (stereo unspecified)
  31 | -6 | -8
- CC1(C)Oc2ccc3ccc(=O)oc3c2-c2cn[nH]c21
  8 | 2 | ·
- COCCOc1nc(-c2cccc(OC)c2)n(-c2ccc(NC(=O)c3ccc(C(F)(F)F)cc3)cc2)n1
  5 | -7 | -5
- Cc1ccc2c(c1)CC(C(=O)N1CCN(CCn3cncn3)CC1)N2 (stereo unspecified)
  · | -1 | -14
- COc1ccccc1OCC1CN(C(=O)c2cnc(C)cn2)CCO1 (stereo unspecified)
  -2 | -3 | -3
- CNC(=O)Cn1cnc2c(-c3ccccc3)nsc2c1=O
  -4 | 4 | ·
- Cc1ccccc1-n1c(SCC(=O)N2CCOCC2)nnc1-c1ccc(F)cc1
  8 | -5 | -4

Next section, starting with the last 6 of the part before.
Each structure is followed by: NPYLR7 agonist | hcGAS lum | mcGAS inh
- CC1(C)Oc2ccc3ccc(=O)oc3c2-c2cn[nH]c21
  8 | 2 | ·
- COCCOc1nc(-c2cccc(OC)c2)n(-c2ccc(NC(=O)c3ccc(C(F)(F)F)cc3)cc2)n1
  5 | -7 | -5
- Cc1ccc2c(c1)CC(C(=O)N1CCN(CCn3cncn3)CC1)N2 (stereo unspecified)
  · | -1 | -14
- COc1ccccc1OCC1CN(C(=O)c2cnc(C)cn2)CCO1 (stereo unspecified)
  -2 | -3 | -3
- CNC(=O)Cn1cnc2c(-c3ccccc3)nsc2c1=O
  -4 | 4 | ·
- Cc1ccccc1-n1c(SCC(=O)N2CCOCC2)nnc1-c1ccc(F)cc1
  8 | -5 | -4
- CCOC(=O)C1CCCN(C(=O)c2nn(-c3ccccc3)c(=O)n(Cc3cccc(C(F)(F)F)c3)c2=O)C1 (stereo unspecified)
  2 | -5 | -4
- COc1ccc(C2CC(c3ccc(Br)cc3)=Nc3ncnn32)c(OC)c1 (stereo unspecified)
  6 | 2 | ·
- CCSc1ccc(Cl)cc1NCC(=O)NC(N)=O
  9 | -4 | -16
- C=CCCC(O)CN(CCOC)CC(=O)N1CCc2sccc2C1COc1ccc(Cl)cc1 (stereo unspecified)
  4 | -1 | -3
- Cc1ccc2[nH]cc(CN(C)Cc3ncccc3C)c2c1
  6 | -7 | -11
- Cc1noc(CNc2cc(C(F)(F)F)ccc2N2CCCC2)n1
  4 | 1 | ·
- CC(C)Nc1nc(N)nc2c1CCN(C(=O)C1(C)CCNCC1)CC2
  · | -3 | -6
- O=C(Nc1ccc(N2CCN(C(=O)c3cc(F)ccc3Cl)CC2)nc1)c1ccc(F)cc1
  2 | -5 | -7
- COCCC1CCN(C(=O)CN(C)C(=O)c2cc(C)n(C)n2)CC1
  · | -2 | -3
- CN(CC(=O)NCc1ccccn1)C(=O)c1cc(-c2ccc(Cl)cc2Cl)on1
  5 | -19 | ·
- CC(C)n1cnnc1CCNC(=O)c1nc2ccc(F)cc2[nH]1
  0 | 3 | -13
- CC(C)Nc1nnc(Sc2ncccc2C#N)s1
  -2&-4 | -6&-7 | -8&-7
- Cn1c(=O)c2c(SCC(=O)Nc3cccc4ccccc34)nc(C3CC3)nc2n(C)c1=O
  7 | -3 | ·
- CSc1nc(C)c(CCC(=O)Nc2ccccc2Cl)c(=O)[nH]1
  2 | -5 | ·
- COC(=O)Cn1c(=NC(=O)C2=COCCO2)sc2cc(S(C)(=O)=O)ccc21
  1 | -11 | ·
- COCCCN(CC(=O)N1CCc2sccc2C1COc1ccccc1OC)C(=O)c1cccc(OC)c1 (stereo unspecified)
  -1 | -4 | -6
- CC(C)(C)n1ncc2c(=O)n(NC(=O)c3ccc(Cl)cc3)cnc21
  3 | -17 | ·
- Cc1cc(OCC2CN(C(=O)Cc3c(F)ccc(C)c3F)CCO2)ccc1Cl (stereo unspecified)
  17 | -7 | ·
- O=C(c1conc1-c1ccccc1)N1CC(c2cccnc2)C1
  19 | -7 | ·
- COc1ccc([N+](=O)[O-])cc1NC(=O)c1cc2ccccc2o1
  11 | -4 | ·
- COc1ccc(-c2nnc(SCC(=O)N/N=C(/C)c3cccs3)n2-c2ccccc2)cc1OC
  -12 | -3 | -4
- CC1(C)CN(C(=O)CCc2ccccc2)CC(=O)N(CC(O)COC(C)(C)C)C1 (stereo unspecified)
  -3 | -6 | -10
- CCCNC(=O)N1CCc2cc(OC)c(OC)cc2C1CNC(=O)c1cccs1 (stereo unspecified)
  5 | 1 | 1
- Nc1[nH]c(=S)nc2sc3c(c12)CCCC3
  -1 | -4 | ·
- Clc1ccnnc1N1CCCC2CCCCC21 (stereo unspecified)
  2 | -7 | -4
- CC(C)N(Cc1cnn(C)c1)C(=O)c1cn(CCCc2ccccc2)nn1
  14 | -10 | -10
- COc1cccc(NC(=O)CN(c2ccc(C)cc2)S(=O)(=O)c2ccc(OC)c(OC)c2)c1
  2 | -1 | -5
- O=C(CNCC1CCCO1)N(Cc1ccccc1)Cc1ccco1 (stereo unspecified)
  0 | -8 | ·
- COC(=O)c1ccc(CSc2ncc(CO)n2CC(N)=O)cc1
  5 | -1 | ·
- c1ccc(-c2ncn(CC3CCOCC3)c2-c2ncc[nH]2)cc1
  -2 | -3 | -2
- COC(=O)Nc1ccc(S(=O)(=O)Nc2cc(C(C)C)c(O)c(C(C)C)c2)cc1
  4 | 12 | ·
- CC(C)(C)C(=O)NCC(=O)N1CCN(c2ccccc2Cl)CC1
  -5 | -8 | ·
- CN(Cc1ccc(F)cc1)Cn1nc(-c2cccc(S(=O)(=O)N3CCOCC3)c2)oc1=S
  3 | -5 | -9
- CCOC(=O)c1cn[nH]c1S(=O)(=O)Nc1c(C)cccc1C
  -5 | -7 | -7
- Cc1cc(/C(=C\Nc2ccc(Cl)cc2)C(=O)Nc2ccc(Cl)cc2)on1
  -8 | -5 | ·
- COc1cccc(CS(=O)CC2=CS(=O)(=O)C(Br)=C2)c1 (stereo unspecified)
  -6 | -2 | 1
- Cc1ccc(C2=CCN(C(=O)CNC(=O)C3CCCCC3)CC2)cc1
  11 | -15 | ·
- C=C(C)CN(C)Cc1ccc(C(=O)Nc2ccccc2Cl)cc1
  21 | -5 | -17
- CCC(C)NC(=O)c1cc(NC(=O)c2cc(OC)cc(OC)c2)ccc1N1CCc2ccccc2C1 (stereo unspecified)
  -3 | -12 | -5
- CC(C)N(Cc1nnc(-c2ccccc2)o1)S(=O)(=O)c1ccc(Cl)c(Cl)c1
  0 | 8 | ·
- CC1CCC(c2cccn2C)N(C(=O)c2cc(S(=O)(=O)N(C)C)ccc2Cl)CC1 (stereo unspecified)
  4 | 4 | 1
- CCOC1CCCN(C(=O)c2ccccc2OC)C1 (stereo unspecified)
  -2 | -1 | -4
- N#CCC(=O)N1CCOCC1
  2 | -3 | -3
- CC(=O)NC1CCC(NC(=O)[C@H]2CCCN2C(=O)COc2ccc(Cl)cc2)CC1 (stereo partly specified)
  26 | -7 | -10
- CCOC(=O)N1CCC(NCc2noc(-c3ccco3)n2)CC1
  6 | -4 | -5
- Cc1ccc(N2C(=O)CSC23CCN(C(=O)NC(C)(C)C)CC3)cc1
  6 | 0 | ·
- CCN(CC)C(=O)N(CC1=CCCN(C)C1)C[C@@H]1CCC(=O)N1
  · | 3 | -2
- CC1(C)CCC(=O)NCC(C)(C)CC1
  -4 | 4 | ·
- CCn1ncnc1C(C)NC(=O)c1csc2nc(-c3ccccc3F)cn12 (stereo unspecified)
  5 | -6 | -13
- O=C(c1cc2c(s1)CCCCC2)N1CC[C@H](O)[C@@H](O)C1
  8 | 2 | 1
- c1ccc(Cn2cc(CN3CCc4sccc4C3)c(-c3ccc4c(c3)OCO4)n2)cc1
  8 | -7 | -11
- CN(C)C(=O)c1ccc(Cn2cc(C(=O)NCc3cccc(C(F)(F)F)c3)sc2=O)cc1
  3 | 1 | ·
- Cc1ccc(CN(CCc2ccccc2)C(=O)CN(CCN2CCCC2)C(=O)c2ccccc2C)o1
  0 | -4 | -5
- CN(Cc1cnn(-c2ccccc2)c1)C(=O)CCl
  -14 | 3 | ·
- COC(=O)c1ccc(CN2CCCC(C(=O)Nc3cccc(-n4cccn4)c3)C2)cc1 (stereo unspecified)
  9&16 | 4&-2 | -7
- Cc1c(-n2c(O)c(C3=c4ccccc4=NC3=O)sc2=S)c(=O)n(-c2ccccc2)n1C
  -3 | -4 | -2
- Cn1cc(CCC(=O)NC2CC(=O)N(CCc3ccccc3)C2)cn1 (stereo unspecified)
  3 | -11 | ·
- CC1(C)C2CCC1(C)C(NC(=O)c1cc(F)cc3[nH]cnc13)C2 (stereo unspecified)
  2 | -5 | ·
- Cc1cc(C2Nc3ccccc3-c3nc4ccccc4n32)c(C)n1C1CC1 (stereo unspecified)
  5 | -2 | ·
- C=Cc1ccc(CSc2nc3ncccc3[nH]2)cc1
  5 | -3 | ·

For convenience, some entries already given:
Each structure is followed by: NPYLR7 agonist | hcGAS lum | mcGAS inh
- Cc1ccc(N2C(=O)CSC23CCN(C(=O)NC(C)(C)C)CC3)cc1
  6 | 0 | ·
- CCN(CC)C(=O)N(CC1=CCCN(C)C1)C[C@@H]1CCC(=O)N1
  · | 3 | -2

(more compounds)
Each structure is followed by: NPYLR7 agonist | hcGAS lum | mcGAS inh
- N#Cc1cccc(CN2CCN3C(C(=O)Nc4ccc(-n5cccn5)cc4)=COC3=NC2=O)c1
  -1 | -10 | ·
- CC1CCN(C(=O)C(C)Sc2nnc3c(Cl)cc(Cl)cn23)CC1 (stereo unspecified)
  1 | -7 | -9
- C=CCn1c(SCC(=O)OC)nc2c1c(=O)n(C)c(=O)n2C
  23 | -4 | ·
- CN(CC1CCN(c2ccccc2)C1)C(=O)c1c(O)cccc1O (stereo unspecified)
  -8 | -4 | -10
- CCOC(=O)c1c(NC(=O)CC(=O)OC)sc2c1CCC(C#N)(c1ccccc1)C2 (stereo unspecified)
  5 | -4 | -7
- CCn1c(SCC(=O)c2cccc(F)c2)nnc1-c1ccccc1
  1 | 7 | ·
- CN(Cc1ccc2nccnc2c1)C(=O)CCN1Cc2ccccc2OC(c2ccccc2)C1 (stereo unspecified)
  18 | -4 | -9
- COC(=O)CSc1nnc(-c2ccccc2C)n1C1CCCCC1
  4 | -5 | -5
- CCCCNC(=O)c1ccc2nc(C)c(N(CCOC)Cc3ccc(OC)cc3)n2c1
  -8 | -1 | 2
- O=[N+]([O-])c1ccc(Oc2ccc3ccccc3c2Cl)c([N+](=O)[O-])c1
  -1 | -7 | -7
- CCc1cccc2c(C(CC(=O)NCCc3ccccc3)c3ccc4c(c3)OCO4)c[nH]c12 (stereo unspecified)
  · | -2 | -4
- CCc1c(C)sc2nc(Cc3nccn3CC)[nH]c(=O)c12
  2 | -3 | ·
- O=C(Nc1ccc(OC(F)(F)F)cc1)Nc1cccc2[nH]c([C@@H]3O[C@H](CO)[C@@H](O)[C@H](O)[C@H]3O)nc12
  -2 | -4 | -2
- CCN(Cc1ccncc1)C(=O)C(CO)c1ccccc1 (stereo unspecified)
  -8&-2&-4&1 | -2&-4&-1&7 | -4&-4
- COCCn1c(O)c(C(C)=Nc2ccnn2C(C)C)c(=O)[nH]c1=S
  2 | -1 | 2
- Cc1cc(=O)oc(C)c1C(=O)OC(C)c1nc2ccccc2n1C(F)F (stereo unspecified)
  9 | -12 | ·
- Cc1ccccc1-c1cc2nc(NCCN3CCCC3)n(C)c(=O)c2s1
  -3 | 1 | ·
- CC(C)(C)c1cc2nc(-c3ccccc3F)cc(C(=O)Nc3ccc(F)cc3)n2n1
  -8 | 0 | -3
- Cn1c(C(C)(C)C)csc1=S
  7 | 1 | ·
- Cc1ccc(C(=O)Nc2c(C)nc3scc(C)n3c2=O)cc1
  14 | 0 | -2
- Cc1ccc(C(C)C(=O)N2CCC(n3cnc4cc(C(F)(F)F)ccc43)CC2)cc1 (stereo unspecified)
  · | -9 | -7
- NC(=O)c1c(NC(=O)CCN2C(=O)SC(=Cc3cccs3)C2=O)sc2c1CCC2
  4 | -1 | ·
- COc1cccc(NC(=O)CCC(=O)N2CCN(c3ccccn3)CC2)c1
  15 | 6 | 4
- C#Cc1cccc(NC(=O)NCC(C)(C)N2CCS(=O)CC2)c1
  7 | -8 | ·
- Cc1cc(C)nc(NC(C)c2ccc(N3CCOCC3)cc2)n1 (stereo unspecified)
  -2 | -8 | ·
- CN(Cc1cnc(C2CCCCC2)nc1)C1CCSCC1
  · | -14 | -5
- Cc1cccc(COCC2CN(C(=O)c3cc(C)ccc3Cl)CCO2)c1 (stereo unspecified)
  15 | -4 | -6
- Cc1onc(-c2ccccc2Cl)c1C(=O)Nc1ccc(F)cc1
  5 | -2 | ·
- OC1(c2cccc(C(F)(F)F)c2)CCN(CC2CCOC2)CC1 (stereo unspecified)
  12 | -4 | -13
- COCCN(Cc1nc2sc(C(C)C)cc2c(=O)[nH]1)CC(O)Cc1ccccc1 (stereo unspecified)
  8 | -8 | -7
- C[C@@H](CN1CC(=O)NC(=O)C1)N1CC(=O)NC(=O)C1
  -11 | -1 | -8

Not a hit list; 0.29% or so of the library scored in one or more.
